Salmonella PhoP GFP – PhoP-dependent GFP reporter repression – Salmonella Typhimurium, primary screen (AID 1863) | S. Typhimurium PhoP-regulated promoter GFP reporter, 4 h; higher % means a stronger effect | 300,000 compounds, 0.16% hits | inhibition, % at 50 µM; hits with a dose series show IC50 in µM;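 active = inhibition over 29.93%, a cutoff 3 SD above the screen mean, later confirmed by dose response; inconclusive = inhibition over 29.93% but no dose response follow-up; inactive = inhibition at most 29.93% or unconfirmed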;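 note: 0% = low Mg2+ inducing control and 100% = high Mg2+ repressing control; strong numbers were not always called active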
West Nile antiviral – West Nile virus antiviral activity, cell-based, CPE readout (AID 1621). West Nile virus-infected cells, CPE inhibition; higher % means a stronger effect. CPE inhibition, % at 10 µM, or IC50 in µM where a hit was titrated. 290,000 compounds, 0.02% hits; in the data active = a potency from the dose series; inconclusive = CPE inhibition mostly from about 3.7% at the one dose, without a potency; inactive = the rest, 99 in 100 with CPE inhibition below about 2.2%; note: strong numbers were not always called active
Large T inhibition – TAg ATPase/helicase activity blockers – biochemical (AID 1903); 310,000 compounds, 0.39% hits; SV40 large T antigen ATPase/helicase inhibition assay; higher % means a stronger effect; one-dose inhibition, % at 20 µM; IC50 in µM for titrated hits; in the data active = a potency from the dose series; inconclusive = inhibition mostly from about 32% at the one dose, without a potency; inactive = the rest, 99 in 100 with inhibition below about 32%; note: strong numbers were not always called active
b-catenin transl – modulators of beta-catenin nuclear translocation; 190,000 compounds, 0.3% hits; HeLa beta-catenin nuclear translocation, immunofluorescence imaging; AID 1665; nuclear translocation activity, % at 5 µM;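 active = nuclear translocation activity above 50% at 5 µM, with a well cell count of 50 or more; inconclusive = wells under 50 cells across six images, flagged as toxic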;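 note: per-cell ratio of nuclear to cytoplasmic median beta-catenin stain intensity; plate controls were DMSO negative control for no effect and GSK-3 inhibitor IX positive control for full effect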
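assay system = human HeLa cells, endogenous beta-catenin | times = compound treatment 24 h, 37°C, 5% CO2 | detection = Anti-beta-catenin immunofluorescence on PFA-fixed, Triton-permeabilized cells, DAPI nuclei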
Myeloid diff 2 – myeloid differentiation induction | ER-HoxA9 myeloid progenitors, lysozyme-GFP differentiation, flow cytometry | calls only at 10 µM | 360,000 compounds, 1% hits | AID 624256;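 active = normalized GFP-positive differentiation at or above the plate's own cutoff, the solvent-only control mean plus 3 SD; inconclusive = no clear call, values can overlap the other calls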;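 note: cells exposed to compound for four days before flow analysis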
T cell HTS – modulates CD8 T cell binding to vesicles. 2C CD8+ T cell-vesicle binding, flow cytometry; active compounds read low. calls only at 7 µM. 330,000 compounds, 0.068% hits;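 active = response, share of CD8 T cells binding vesicles, and their 90th percentile fluorescence all below set limits, cut at about 80% in these data, passing the limit was not always enough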
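Material: murine 2C transgenic CD8+ T lymphocytes / Also added: QL9-peptide-loaded Drosophila micro-vesicles bearing Ld, ICAM-1 and B7-1 / Schedule: binding step 1.5 h, 37 °C, antibody labelling 20 min, ice / Signal: flow cytometry, PE anti-B7-1 (FL2) versus Alexa647 anti-CD8 (FL8), PFA-fixed / Evaluation: percent CD8+ FL2 mean versus row control / Benchmarks: naked versus QL9-loaded vesicles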
MgcRacGAP inhibition – MgcRacGAP GTPase-activating activity inhibitors, confirmation, biochemical, ADP Hunter fluorescence; inhibition, % at 30 µM; hits with a dose series show IC50 in µM; AID 624330; 340,000 compounds, 0.6% hits; MgcRacGAP-stimulated Rac1 GTP hydrolysis, ADP Hunter fluorescence; higher % means a stronger effect; GST-tagged Rac1 F28L mutant substrate;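 active = first-screen hits whose inhibition reached a set limit at any dose in the follow-up dose series; inconclusive = inhibition above the set first-screen limit but never retested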;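 note: fluorescence reports GDP produced by GAP-driven GTP hydrolysis; strong numbers were not always called active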
RSV antiviral HEp-2 – RSV antiviral activity via CPE protection, HEp-2 cells, primary 10 µM value included (AID 2391). HEp-2 cells, RSV-induced CPE inhibition; higher % means a stronger effect. CPE inhibition, % at 10 µM, or IC50 in µM where a hit was titrated. 310,000 compounds, 0.13% hits; in the data active = a potency from the dose series; inconclusive = CPE inhibition mostly from about 23% at the one dose, without a potency; inactive = the rest, 99 in 100 with CPE inhibition below about 21%; note: strong numbers were not always called active
WT yeast gro inh – growth inhibition of WT yeast, mitochondrial fusion screen; mitochondrial fusion phenotypic screen, WT strain; inhibition, % at 10 µM; 190,000 compounds, 2.1% hits; in the data active = inhibition above about 58%; tested in S. cerevisiae
WT yeast gro inh mutant strain – also measured in WT yeast gro inh; calls as there; inhibition, %; mitochondrial fusion phenotypic screen, mutant strain inhibition
b-catenin transl cell count 5 µM – recorded beside b-catenin transl, whose call it bears; cell count; measured here: cell count, cytotoxicity flag
T cell HTS vesicle-bound % – second read-out of T cell HTS, no call of its own (marks repeat the call); double positive events, %; measured here: CD8+ vesicle-bound cell fraction;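 binding gate set so that unloaded-vesicle control wells show 10% double positive cells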
Myeloid diff 2 GFP+ MAC1+ % – also measured in Myeloid diff 2; calls as there; GFP+ MAC1+ double positive, %; measured here: differentiation confirmed by MAC1 staining
An asterisk follows results filed as active; i = inactive; u = inconclusive; x = no result given; + = active, no number.

SMILES	Salmonella PhoP GFP	West Nile antiviral	Large T inhibition	b-catenin transl	b-catenin transl cell count 5 µM	Myeloid diff 2	Myeloid diff 2 GFP+ MAC1+ %	T cell HTS	T cell HTS vesicle-bound %	MgcRacGAP inhibition	RSV antiviral HEp-2	WT yeast gro inh	WT yeast gro inh mutant strain
CCOC(=O)C1CCCN(Cc2c(C(=O)N3CCCCC3)nc3c(C)cccn23)C1 (stereo unspecified)	-5%	-0.2%	-4%	0.6	1075	i	0.5	i	26	-1%	-0.2%	10	10
CN(C)CCN1C(=O)C2C(C(=O)Nc3cc(Cl)cc(Cl)c3)C3C=CC2(O3)C1C(=O)NC1CCCCC1 (stereo unspecified)	4%	-0.1%	-5%	x	x	i	1.1	i	49	7%	0.1%	x	x
O=C(CCCC1=NS(=O)(=O)c2ccccc2N1)Nc1ccccc1	-5%	-0.1%	9%	x	x	i	3.7	i	27	6%	1.8%	x	x
CC(=O)NCCOC(=O)Nc1sc(=S)n(C)c1C	-1%	-0.4%	9%	-1.0	565	i	1.1	i	28	12%	1.7%	-9	-4
CCN(CC)C(=O)CN1C(=O)c2cccc3cccc(c23)C1=O	-3%	1.5%	3%	-1.2	1139	i	0.0	i	17	8%	-1.1%	-7	10
COCC(=O)Oc1c(S(=O)(=O)c2ccc(C)cc2)c(C)nn1C(C)(C)C	0%	-0.3%	8%	x	x	i	0.5	i	28	-1%	0.6%	x	x
CCC(CC)C(=O)Nc1nnc(S(=O)(=O)N2CCc3ccccc32)s1	x	-0.1%	x	x	x	i	1.6	i	43	-3%	3.1%	x	x
Cc1ccc(NC2c3ncccc3C(=O)N2C2CCCCC2)cc1 (stereo unspecified)	-1%	-0.4%	8%	0.6	1348	i	3.7	i	56	9%	2.0%	-11	-3
O=C(Nc1ccc(OC(F)F)c(Cl)c1)C(c1ccccc1)c1ccccc1	11%	-0.2%	-4%	0.9	1062	i	0.1	i	66	-13%	20%	45	17
CNC(=O)COc1coc(CN2CCN(c3cccc(Cl)c3)CC2)cc1=O	-2%	0.4%	33%	x	x	i	0.4	i	25	6%	1.7%	x	x
COc1ccc(CCN(C)C(=O)CN2C(=O)NC3(CCCCC3C)C2=O)cc1OC (stereo unspecified)	7%	x	10%	x	x	i	0.5	i	57	4%	-1.0%	x	x
O=C(Nc1ccccc1F)C1CCCC1	x	x	12%	x	x	i	0.6	i	44	5%	x	x	x
CCOc1ccc(S(=O)(=O)NCCSCc2ccco2)cc1	-1%	-0.5%	8%	0.5	973	i	8.3	i	30	9%	u	-6	-2
CCN1CCn2c3c(c4cccc(C)c42)CCCC31 (stereo unspecified)	8%	-1.1%	1%	x	x	i	0.8	i	45	13%	1.4%	x	x
N/C(=N\OC(=O)CCC(=O)O)c1ncc(C(F)(F)F)cc1Cl	2%	-0.3%	2%	-2.6	1145	+	4.8*	i	60	3%	-1.1%	-13	0
CCn1cc(C(=O)O)c(=O)c2cnc(N3CCN(C(=S)NC(=O)c4ccc(OC)cc4)CC3)nc21	2%	-0.7%	-2%	x	x	i	0.1	i	12	4%	6.9%	x	x
COc1ccc(NC(=O)CCNS(=O)(=O)c2ccc(NC(C)=O)cc2)cc1Cl	-2%	-0.2%	15%	x	x	i	0.2	i	25	3%	1.2%	x	x
O=C(Oc1ccc(-c2cnc3ccccc3n2)cc1)c1ccc(Cl)c([N+](=O)[O-])c1	-22%	0.5%	1%	0.0	1030	i	1.1	i	29	22%	24%	-2	13
CC(=O)N1c2ccc(S(=O)(=O)NCCC(=O)N(C)Cc3ccccc3)cc2CC1C (stereo unspecified)	1%	0.1%	11%	x	x	i	3.8	i	34	13%	3.5%	x	x
O=[N+]([O-])c1ccccc1CNC1CCCCCC1	4%	-0.7%	5%	-2.5	1005	i	0.6	i	5	u	-0.3%	5	1
CCOC(=O)C(=Nc1ccccc1)NO	-18%	0.0%	8%	-0.8	571	i	0.3	i	29	10%	1.9%	-10	-7
OCC#CCSc1nnc(-c2ccccc2Br)o1	-16%	-0.9%	2%	x	x	i	7.4	i	16	2%	0.3%	-5	5
CCOC(=O)c1ccc(N2C(=O)c3cccc4c(C(=O)O)ccc(c34)C2=O)cc1	-9%	0.5%	7%	x	x	i	0.2	i	50	9%	0.8%	x	x
CCc1ccc(-c2csc3ncn(CC)c(=O)c23)cc1	x	1.2%	x	1.1	1426	i	0.5	i	62	10%	5.3%	-5	-14
CC(C)n1c(CNC(=O)c2ccccc2)nc2ccccc21	6%	-1.0%	0%	0.5	1101	i	0.7	i	19	5%	0.4%	9	8

The results go on:
SMILES	Salmonella PhoP GFP	West Nile antiviral	Large T inhibition	b-catenin transl	b-catenin transl cell count 5 µM	Myeloid diff 2	Myeloid diff 2 GFP+ MAC1+ %	T cell HTS	T cell HTS vesicle-bound %	MgcRacGAP inhibition	RSV antiviral HEp-2	WT yeast gro inh	WT yeast gro inh mutant strain
Cc1nc(-c2cccc(S(=O)(=O)N3CCCC(C)C3)c2)cs1 (stereo unspecified)	-3%	-0.6%	3%	4.4	1380	i	0.6	i	32	10%	2.7%	19	-12
Cc1ccc(Cl)c2c1NC(=O)C2(O)CC(=O)c1ccc(Br)cc1 (stereo unspecified)	3%	0.0%	4%	-2.5	1118	i	2.1	i	31	-3%	2.0%	17	6
CCOC(=O)c1sc(NC(=O)CCC(=O)O)nc1C	-6%	0.7%	6%	-0.2	1582	i	0.2	i	32	3%	0.7%	-15	-3
COC(=O)c1ccc(-c2nc(CN3CCCN(C(=O)c4ccco4)CC3)c(C)o2)cc1	0%	-0.5%	-2%	x	x	i	0.5	i	78	7%	0.4%	x	x
CCOC(=O)c1cc(CC)sc1NC(=O)COC(=O)c1cnccn1	-7%	x	13%	x	x	i	0.6	i	50	3%	-0.1%	x	x
CC(C)CNC(=O)COC(=O)Cc1ccc(Cl)cc1	3%	0.3%	1%	-0.4	1102	i	0.3	i	23	9%	0.1%	10	0
O=C(C1=CC=CN2CCS(=O)(=O)N=C12)N1CCN(c2cccc(Cl)c2)CC1	x	x	x	x	x	i	0.5	i	41	6%	0.5%	x	x
C=CCN1C(=O)C(O)=C(C(C)=O)C1c1ccccc1F (stereo unspecified)	-8%	2.6%	2%	0.8	1120	i	0.6	i	44	2%	-0.1%	-2	-10
CC(=O)c1ccc2c(c1)N(CCCN1CCC(CCO)CC1)c1ccccc1S2	2%	x	3%	x	x	i	6.2	i	49	20%	-0.3%	x	x
CC(C)C(=O)N1CCN(c2ccc(NC(=O)c3ccco3)cc2Cl)CC1	2%	-0.8%	5%	x	x	i	1.5	i	35	4%	2.8%	x	x
COc1cccc(NC(=O)Nc2cc(C)ccc2F)c1	0%	-0.8%	1%	-1.8	1307	i	0.4	i	22	6%	1.5%	-2	-18
C[C@H]1CCC[C@@]2(O[C@@H](CCO)C[C@H](O)[C@H]2O)O1	4%	0.1%	13%	x	x	i	1.5	i	44	5%	1.2%	x	x
Fc1ccc(OCc2nn[nH]n2)c(F)c1	-7%	0.2%	4%	x	x	i	0.5	i	30	-7%	0.9%	x	x
COc1ccc(-c2cc(C(F)(F)F)nc(SCC(=O)NCCN3CCOCC3)n2)cc1OC	5%	-0.2%	24%	4.4	830	i	0.3	i	26	-2%	-1.3%	6	-10
COC(=O)c1cc(OC)c(OC)cc1NC(=O)c1c(-c2ccccc2)noc1C	-3%	0.3%	-1%	0.9	1000	+	23*	i	21	1%	0.6%	-6	-5
O=[N+]([O-])c1ccc(-c2nn(-c3ccccc3)cc2/C=N/n2c(-c3ccncc3)n[nH]c2=S)cc1	-3%	0.0%	4%	-0.6	1249	i	0.5	i	17	11%	3.6%	x	x
C=CCn1c(SCC(=O)N2CCN(c3ccccc3)CC2)nnc1-c1ccco1	0%	-1.3%	4%	x	x	i	1.0	i	49	5%	11%	-2	1
Cc1nn(Cc2ccc(Cl)cc2Cl)c(C)c1NC(=O)c1nn(C)cc1Cl	6%	-1.3%	4%	x	x	i	7.4	i	10	3%	0.9%	-2	-16
CCCC(=O)Nc1nc2nc(C)cc(=O)n2[nH]1	7%	x	-1%	-0.4	1063	i	1.7	i	9	-6%	-1.0%	x	x
Cc1ccccc1-n1c(=S)[nH]c2nc3c(cc2c1=O)COC(C)(C)C3	-8%	0.1%	19%	1.8	1323	i	0.2	i	37	5%	0.7%	x	x
COc1ccc2nc(NCCNC(=S)NCCCN3CCOCC3)c(C#N)cc2c1	-6%	-0.3%	1%	x	x	i	0.7	i	54	8%	-0.5%	-3	-4
Cc1ccc2cc(C)c(SCC(=O)NCc3ccco3)nc2c1	2%	-1.3%	7%	1.3	1032	i	0.3	i	42	6%	2.8%	1	10
O=C(Nc1ccc(C(F)(F)F)cc1)N1CCN(C(=O)c2ccco2)CC1	-10%	0.2%	10%	x	x	i	1.0	i	20	16%	6.6%	x	x
CCOC(=O)c1nnc(-c2ccccc2)nc1Sc1ccccc1Cl	-18%	-0.1%	4%	x	x	i	0.9	i	55	4%	-2.3%	8	-4
O=C(O)COCC(=O)Nc1ccc2c(c1)ncn2CCc1ccccc1	19%	-0.6%	7%	x	x	i	0.3	i	60	3%	1.3%	x	x
O=C(CCS(=O)(=O)c1ccccc1)Nc1ccc(N2CCOCC2)cc1	-4%	0.9%	1%	-6.2	1109	i	0.3	i	9	6%	-0.6%	-6	-4
CC(=O)N(C(C)=O)c1nc2nc(C)cc(C)n2n1	-1%	0.2%	6%	3.7	816	i	0.4	i	15	4%	1.0%	21	10
CNC(=O)CCSSCCC(=O)NC	1%	-0.4%	13%	-5.3	1153	i	0.0	i	43	6%	-0.3%	-25	13
O=C(O)/C=C/c1ccc(S(=O)(=O)N2CCCCCC2)cc1	3%	0.5%	7%	4.3	946	i	0.5	i	44	-2%	0.8%	-10	10
CCC1CN(C(=O)NCc2cccc(OC)c2)c2ccccc2O1 (stereo unspecified)	8%	-1.3%	1%	x	x	i	0.4	i	31	9%	-0.2%	x	x

Screens as filed in PubChem.
